From PubChem BioAssay
HCMV antiviral: human cytomegalovirus inhibition | activity change, negative = inhibition, % at 57.5 µM | HFF cells, HCMV-luciferase reporter, 72 h; active compounds read low | actives 4.5% (n = 410,000); in the data active = activity change below about -60%; inconclusive = no clear call, values can overlap the other calls; inactive = above about -39%
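Two compound doses tested in HFFs infected with HCMV-luciferase, MOI 1 PFU/cell, 72 h at 37C. Lysate luminescence read with OneGlo; data normalized against buffer-only and 10uM Salinomycin inhibitor controls.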
Tb PYK inh: blocks Trypanosoma brucei pyruvate kinase; Q57TT1; TbPYK enzyme, Kinase-Glo Plus ATP luminescence, 45 min; Potency, µM (top dose mostly 76.8 µM), without a hit: at the top dose activity, negative = inhibition, usual class: inhibitors; actives 0.12% (n = 410,000); AID 624173; also: potency is read from the fitted curve at half-maximal effect; nearly all actives have a fitted effect of over 50% in size
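Glycolytic pyruvate kinase of T. brucei was incubated with substrate, test compound and 130 uM ADP for 45 minutes at room temperature. Luminescent Kinase-Glo Plus signal was measured after 10 minutes.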
Sm TGR inh: inhibitors of Schistosoma mansoni thioredoxin glutathione reductase; purified TGR, DTNB reduction, TNB absorbance 405 nm; actives 3% (n = 360,000); AID 485364; Potency, µM (top dose mostly 114 µM), without a hit: at the highest dose activity change, negative = inhibition, usual class: inhibitors; Q962Y6; also: potency is read from the fitted curve at half-maximal effect; nearly all actives have a fitted effect of over 60% in size
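TGR 20 nM + NADPH 100 uM (dispensed conc.), cpd preinc 15 min RT; start with NADPH (500 uM addition) then DTNB (15 mM addition). Kinetic TNB absorbance, 405 nm filter. Four-parameter Hill fit across titration.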
LmPK inhibitor: LmPK (Leishmania mexicana) enzyme inhibition | Q27686 | purified LmPK, Kinase-Glo ATP luminescence, 1 h | Potency, µM (series often up to 57.5 µM), for inactives: at the top dose activity change, negative = inhibition, usual class: inhibitors | actives 0.37% (n = 290,000); also: potency is read from the fitted curve at half-maximal effect
Target sequence (Q27686 whole entry, looked up): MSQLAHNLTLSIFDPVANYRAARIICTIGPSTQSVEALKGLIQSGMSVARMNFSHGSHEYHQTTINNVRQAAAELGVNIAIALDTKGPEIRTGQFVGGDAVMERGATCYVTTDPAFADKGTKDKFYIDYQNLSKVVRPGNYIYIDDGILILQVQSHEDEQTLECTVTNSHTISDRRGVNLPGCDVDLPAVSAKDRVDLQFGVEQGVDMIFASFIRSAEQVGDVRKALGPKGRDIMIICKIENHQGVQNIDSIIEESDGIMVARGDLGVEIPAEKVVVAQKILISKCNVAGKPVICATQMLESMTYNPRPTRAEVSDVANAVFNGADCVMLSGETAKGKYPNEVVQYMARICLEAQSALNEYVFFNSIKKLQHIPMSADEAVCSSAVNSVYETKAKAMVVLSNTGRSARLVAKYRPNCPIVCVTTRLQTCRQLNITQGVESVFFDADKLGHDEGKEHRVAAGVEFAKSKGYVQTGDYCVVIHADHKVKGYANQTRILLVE
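qHTS format; LmPK 0.1 nM; substrates PEP 0.5 mM and ADP 0.1 mM. One-hour room-temperature incubation, then coupled luciferase luminescence; 0.5 nM enzyme wells mark activation.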
AmpC inh detg: blocks E. coli AmpC beta-lactamase in detergent assay; P00811; AmpC hydrolysis of nitrocefin, absorbance 480 nm, 0.01% Triton; Potency, µM (titrated, usually from 114 µM), for the others: top-dose activity change, negative = inhibition, actives largely listed as inhibitors; actives 0.041% (n = 370,000); AID 485294;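 also: potency is read from the fitted curve at half-maximal effect; 0% = no-compound wells and -100% = no-enzyme wells; nearly all actives have a fitted effect of over 25% in size; some results filed as inactive show a strong effect at the top dose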
Target sequence (P00811 whole entry, looked up): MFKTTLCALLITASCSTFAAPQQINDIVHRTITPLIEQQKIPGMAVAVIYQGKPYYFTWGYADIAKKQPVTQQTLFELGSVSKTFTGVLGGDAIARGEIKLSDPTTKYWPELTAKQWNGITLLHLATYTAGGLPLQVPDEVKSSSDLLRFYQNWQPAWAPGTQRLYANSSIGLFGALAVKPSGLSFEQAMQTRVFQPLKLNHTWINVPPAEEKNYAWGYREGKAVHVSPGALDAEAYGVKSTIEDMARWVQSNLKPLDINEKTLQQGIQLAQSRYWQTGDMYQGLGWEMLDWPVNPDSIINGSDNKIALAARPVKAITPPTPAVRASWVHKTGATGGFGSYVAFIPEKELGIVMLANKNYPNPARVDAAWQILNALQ
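AmpC (5.3 nM in the dispensed reagent) in 20 mM phosphate pH 7.0 with 0.01% (detergent screen) or 0.0001% Triton X-100 was preincubated with compounds for 15 min at room temperature. Nitrocefin was then added from an 800 uM solution, and hydrolysis was followed at 480 nm.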
AMA1 RON2 block: AMA1-RON2 (P. falciparum) interaction inhibition; AlphaScreen AMA1-biotinylated RON2 peptide binding; Potency, µM (top dose mostly 58.2 µM), inactives show at the top dose activity change, negative = inhibition, actives largely listed as inhibitors; actives 0.2% (n = 360,000);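 also: potency is read from the fitted curve at half-maximal effect; 0% = vehicle wells and -100% = peptide control; nearly all actives have a fitted effect of over 45% in size; some results filed as inactive show a strong effect at the top dose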
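AMA1 (3D7) with his tag at 25 nM final met compounds first, then biotinylated RON2 peptide at 25 nM; detection used donor plus acceptor beads, 10 µg/mL apiece, read by AlphaScreen after 30 min at room temperature.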
AmpC inh no detg: AmpC beta-lactamase inhibition without detergent; P00811; AmpC nitrocefin hydrolysis, absorbance 480 nm, 0.0001% Triton; Potency, µM (doses to about 57.1 µM), without a hit: top-dose activity change, negative = inhibition, most hits filed as inhibitors; actives 0.52% (n = 330,000); AID 485341;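 also: potency is read from the fitted curve at half-maximal effect; plate controls were no compound for no effect and no enzyme for full effect; nearly all actives have a fitted effect of over 20% in size; some results filed as inactive show a strong effect at the top dose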
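20 mM phosphate pH 7.0 + 0.01% (detergent screen) or 0.0001% Triton X-100; 5.3 nM AmpC reagent; cpd preinc 15 min RT; nitrocefin (800 uM stock) to start; A480 q20 s × 4 min; Activity was normalised to no-enzyme and no-compound control wells.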
* hit, by the source's call; u = inconclusive; x = no result given; [ ] = dose if it differs, or a comment. Unless noted, calls follow the shape of the dose curve; as a rule, active = well fitted curve in the direction sought with a large enough effect; inconclusive = small, poorly fitted or top-dose-only effect, or another doubt; inactive = no such curve, though single readings can be large; an effect the other way counts as inactive or inconclusive. Unless noted, % is scaled to controls: 0 for no effect and ±100 for the full control effect.

SMILES	HCMV antiviral	Tb PYK inh	Sm TGR inh	LmPK inhibitor	AmpC inh detg	AMA1 RON2 block	AmpC inh no detg
Cc1ccccc1OCC(=O)Nc1ccc2nc(SCC(=O)N3CCc4ccccc43)sc2c1	-4	-6%	-3%	x	16%	x	x
CC(C)N(Cc1ccccc1)S(=O)(=O)c1ccc(-c2cc(C(F)(F)F)on2)s1	-8	-4%	2%	x	3%	x	x
CCC1(C)Cc2ccccc2-c2nc3n(c(=O)c21)CCS3 (stereo not given)	u	0%	0%	-6%	u	1%	13%
Cc1cccc(C)c1NC(=O)CNC(=O)C1COc2ccccc2O1 (stereo not given)	-23	0%	-1%	x	3%	12%	-9%
COc1ccccc1-c1cc(C(F)(F)F)nc(N2CCN(c3ccc(F)cc3)CC2)n1	8	-16%	0%	4%	1%	-2%	-22%
COCCN(Cc1cc2ccc(C)cc2[nH]c1=O)S(=O)(=O)c1ccccc1	-31	4%	-15%	2%	-9%	-1%	-7%
COc1cc2c(cc1NC(=S)Nc1cccc(C(F)(F)F)c1)oc1ccccc12	-21	-1%	-23%	1%	4%	18%	-54%
CC(C)(C)C(=O)c1cnc(Nc2ccccc2)s1	17	1%	-2%	-3%	2%	12%	x
CCC(Sc1ccc(C(=O)O)cc1)C(=O)O (stereo not given)	-15	2%	3%	-3%	-1%	0%	-13%
Cn1ccc2c(-c3cncc4ccccc34)cc3c(c21)C1CCC3C1 (stereo not given)	-39	-2%	x	x	x	-28%	x
Cc1ccc(N2CCN(C(=O)c3cc(S(=O)(=O)N4CCCCC4)c[nH]3)CC2)c(C)c1	u	1%	7%	x	20%	x	x
O=C(CSCc1ccc(F)cc1)N1CCc2c([nH]c3ccccc23)C1c1ccccc1 (stereo not given)	-5	4%	31%	x	1%	x	x
O=C(Nc1nc(-c2ccccc2)cs1)c1ccc2c(=O)n3c(nc2c1)CCCCC3	-90*	5%	4%	4%	2%	-7%	-6%
CCOC(=O)C(=O)NCC(c1cccs1)S(=O)(=O)c1ccc(F)cc1 (stereo not given)	-9	3%	-14%	x	-3%	13%	1%
O=C(CCCc1ccccc1)NC1CC(=O)N(c2ccc(F)cc2)C1 (stereo not given)	u	-6%	-1%	x	4%	x	x
O=C(Cc1ccc(Cl)cc1)Nc1ccccc1C(=O)N1CCCC1	-2	4%	-16%	2%	4%	-5%	-5%
O=C(Nc1ccccc1F)c1c[nH]c(=O)[nH]c1=O	-19	1%	12%	-17%	7%	16%	-7%
CCC(=O)Nc1sc2c(c1C(=O)Nc1ccccc1C)CCC(C)C2 (stereo not given)	-8	0%	4%	x	5%	x	x
COC(=O)C1=C(c2ccc(F)cc2F)C[C@@H]2CC[C@H]1N2C(=O)NCCOc1ccc(OC)cc1	x	3%	-18%	x	-7%	-3%	45%
CC1=C(C(=O)Nc2cccnc2)C(c2ccc3c(c2)OCO3)C2=C(CCCC2=O)N1 (stereo not given)	5	0%	1%	-9%	-1%	10%	-15%

The last two entries of the section above are carried over, then new ones follow:
SMILES	HCMV antiviral	Tb PYK inh	Sm TGR inh	LmPK inhibitor	AmpC inh detg	AMA1 RON2 block	AmpC inh no detg
COC(=O)C1=C(c2ccc(F)cc2F)C[C@@H]2CC[C@H]1N2C(=O)NCCOc1ccc(OC)cc1	x	3%	-18%	x	-7%	-3%	45%
CC1=C(C(=O)Nc2cccnc2)C(c2ccc3c(c2)OCO3)C2=C(CCCC2=O)N1 (stereo not given)	5	0%	1%	-9%	-1%	10%	-15%
Cc1sc2nc(SC3CCOC3=O)n(Cc3ccccc3)c(=O)c2c1C (stereo not given)	25	-8%	7%	-1%	0%	-12%	-54%
Cc1ccc(OCCCCn2c(CCNC(=O)C(C)(C)C)nc3ccccc32)cc1	-11	3%	-2%	x	0%	x	x
c1ccc(C2CNCc3c2ccc2ccccc32)cc1 (stereo not given)	62	-5%	6%	-2%	u	-17%	0%
CCC(CC)C(=O)NCCc1ccc(S(N)(=O)=O)cc1	-10	x	0%	5%	u	-3%	-30%
CCCCc1nnc(NC(=O)c2nc3nccc(C)n3n2)s1	8	5%	30%	-2%	-7%	-10%	-6%
Cc1nnc(NC(=O)CSc2nnc(CNC(=O)c3ccccc3)n2-c2ccccc2)s1	16	1%	4%	5%	u	7%	-5%
O=C(NC(C(=O)N/N=C/c1ccccn1)c1n[nH]c(=O)c2ccccc12)c1ccccc1 (stereo not given)	-7	-6%	0%	0%	0%	98%[activator]	-23%
CCOC(=O)C1CCN(c2c(NCCN(CC)c3ccccc3)c(=O)c2=O)CC1	-2	-3%	-5%	3%	1%	-4%	-2%
Cn1ccnc1Sc1cc(NCCCO)c([N+](=O)[O-])c2nonc12	143	u	0.71µM*	-11%	-1%	-8%	-26%
Cc1ccc(NC(=O)CSc2nnc(Cc3ccccc3)c(=O)[nH]2)c(C)c1	-1	2%	1%	x	u	14%	-23%
Cc1c2cnn(CC(=O)NCCN3CCOCC3)c(=O)c2c(C)n1Cc1ccccc1F	5	4%	x	x	x	14%	x
CCn1nnc2cc(C(=O)Nc3cccc(C(F)(F)F)c3)ccc21	-27	-3%	11%	x	4%	x	x
Cc1ccccc1N=C1NC(=O)/C(=C/c2cccnc2)S1	-4	-1%	13%	6%	-14%	1%	-38%
O=C(NNC(=S)NC(=O)c1ccccc1[N+](=O)[O-])c1ccccc1	47	-5%	-19%	5%	2%	33%[activator]	-20%
C1=C(c2ccccc2)N2CCN=C2S1	-16	0%	1%	6%	4%	-1%	-13%
CCCOc1ccc(C2=NC(c3ccc(F)cc3)=Nc3ccc(OC)cc3N2)cc1	31	-7%	1%	x	4%	x	x
COc1ccccc1-n1cnnc1SC(C)C(=O)Nc1cccc([N+](=O)[O-])c1 (stereo not given)	-29	-14%	-4%	-3%	2%	-6%	-9%
COc1ccc(OC)c(C(=O)c2ccc(C(=O)Nc3cccc4ccccc34)cc2)c1	u	-8%	-2%	3%	-8%	23%	-37%
CCOC(=O)c1nnn2c1nc(SCC(C)=O)c1ccccc12	5	-2%	-9%	-2%	u	-13%	-21%
CC1(c2nnc(-c3ccccc3)o2)CC(c2ccc(Cl)cc2)=NO1 (stereo not given)	2	-6%	2%	-5%	2%	0%	37%

A second format for some results above:
smiles | HCMV antiviral | Tb PYK inh | Sm TGR inh | LmPK inhibitor | AmpC inh detg | AMA1 RON2 block | AmpC inh no detg
Cn1ccnc1Sc1cc(NCCCO)c([N+](=O)[O-])c2nonc12 | 143 | u | 0.71µM* | -11% | -1% | -8% | -26%
Cc1ccc(NC(=O)CSc2nnc(Cc3ccccc3)c(=O)[nH]2)c(C)c1 | -1 | 2% | 1% | x | u | 14% | -23%
Cc1c2cnn(CC(=O)NCCN3CCOCC3)c(=O)c2c(C)n1Cc1ccccc1F | 5 | 4% | x | x | x | 14% | x
CCn1nnc2cc(C(=O)Nc3cccc(C(F)(F)F)c3)ccc21 | -27 | -3% | 11% | x | 4% | x | x
Cc1ccccc1N=C1NC(=O)/C(=C/c2cccnc2)S1 | -4 | -1% | 13% | 6% | -14% | 1% | -38%
O=C(NNC(=S)NC(=O)c1ccccc1[N+](=O)[O-])c1ccccc1 | 47 | -5% | -19% | 5% | 2% | 33%[activator] | -20%
C1=C(c2ccccc2)N2CCN=C2S1 | -16 | 0% | 1% | 6% | 4% | -1% | -13%
CCCOc1ccc(C2=NC(c3ccc(F)cc3)=Nc3ccc(OC)cc3N2)cc1 | 31 | -7% | 1% | x | 4% | x | x
COc1ccccc1-n1cnnc1SC(C)C(=O)Nc1cccc([N+](=O)[O-])c1 (stereo not given) | -29 | -14% | -4% | -3% | 2% | -6% | -9%
COc1ccc(OC)c(C(=O)c2ccc(C(=O)Nc3cccc4ccccc34)cc2)c1 | u | -8% | -2% | 3% | -8% | 23% | -37%
CCOC(=O)c1nnn2c1nc(SCC(C)=O)c1ccccc12 | 5 | -2% | -9% | -2% | u | -13% | -21%
CC1(c2nnc(-c3ccccc3)o2)CC(c2ccc(Cl)cc2)=NO1 (stereo not given) | 2 | -6% | 2% | -5% | 2% | 0% | 37%

The list continues.
SMILES	HCMV antiviral	Tb PYK inh	Sm TGR inh	LmPK inhibitor	AmpC inh detg	AMA1 RON2 block	AmpC inh no detg
Cc1ccn2c(Nc3ccc(C(C)C)cc3)c(-c3cccnc3)nc2c1	u	-8%	-3%	x	14%	x	x
CC(C)CN(C(=O)CCC(=O)OCC(=O)c1ccc(F)c(F)c1)c1c(N)n(CC(C)C)c(=O)[nH]c1=O	33	1%	-3%	0%	-13%	5%	80%[activator]
Cc1ccc(CSc2nnc(SCC(=O)N/N=C/c3c[nH]c4ccccc34)s2)cc1	-73*	-1%	-4%	6%	-6%	-8%	-14%
COc1cc(C(=O)NC(C)C2CC3CCC2C3)cc(OC)c1OC (stereo not given)	109	-5%	7%	-4%	-2%	0%	29%
CC(=O)Nc1ccc(SC(C)C(=O)NC(N)=O)cc1 (stereo not given)	13	-9%	-5%	2%	1%	-3%	-22%
CC(C)(C)C(=O)C[n+]1ccc(C(N)=O)cc1	-2	2%	3%	-6%	4%	4%	-8%
CCOc1ccc(C2NC(=O)NC(c3ccccc3)=C2C(C)=O)cc1OC (stereo not given)	50	3%	-3%	3%	5%	-3%	2%
CCc1cc2c(cc3c(=O)n(CCCC(=O)NCc4cccc(Cl)c4)ncn32)s1	-31	5%	9%	x	-7%	x	x
COc1ccc(CN2CCNC(=O)C2CC(=O)NC2CCCCCCC2)cc1C (stereo not given)	-25	2%	u	-4%	u	29%	90%[activator]
